EPAC1 antagonist = qHTS for Antagonist of cAMP-regulated guanine nucleotide exchange factor 3 (EPAC1): primary screen | Rap guanine nucleotide exchange factor 3 (Homo sapiens), O95398 | EPAC1 GEF assay, Rap1b-BODIPY-GDP exchange fluorescence | Potency, µM (titrated, usually from 115 µM), without a hit: at the top dose activity change, negative = inhibition, actives largely listed as inhibitors | 360,000 compounds, 0.14% hits;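 further: potency means the concentration at half of the fitted maximal effect; plate controls were vehicle for no effect and positive control for full effect; nearly all actives have a fitted effect of over 50% in size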
Target sequence (O95398 whole entry, looked up): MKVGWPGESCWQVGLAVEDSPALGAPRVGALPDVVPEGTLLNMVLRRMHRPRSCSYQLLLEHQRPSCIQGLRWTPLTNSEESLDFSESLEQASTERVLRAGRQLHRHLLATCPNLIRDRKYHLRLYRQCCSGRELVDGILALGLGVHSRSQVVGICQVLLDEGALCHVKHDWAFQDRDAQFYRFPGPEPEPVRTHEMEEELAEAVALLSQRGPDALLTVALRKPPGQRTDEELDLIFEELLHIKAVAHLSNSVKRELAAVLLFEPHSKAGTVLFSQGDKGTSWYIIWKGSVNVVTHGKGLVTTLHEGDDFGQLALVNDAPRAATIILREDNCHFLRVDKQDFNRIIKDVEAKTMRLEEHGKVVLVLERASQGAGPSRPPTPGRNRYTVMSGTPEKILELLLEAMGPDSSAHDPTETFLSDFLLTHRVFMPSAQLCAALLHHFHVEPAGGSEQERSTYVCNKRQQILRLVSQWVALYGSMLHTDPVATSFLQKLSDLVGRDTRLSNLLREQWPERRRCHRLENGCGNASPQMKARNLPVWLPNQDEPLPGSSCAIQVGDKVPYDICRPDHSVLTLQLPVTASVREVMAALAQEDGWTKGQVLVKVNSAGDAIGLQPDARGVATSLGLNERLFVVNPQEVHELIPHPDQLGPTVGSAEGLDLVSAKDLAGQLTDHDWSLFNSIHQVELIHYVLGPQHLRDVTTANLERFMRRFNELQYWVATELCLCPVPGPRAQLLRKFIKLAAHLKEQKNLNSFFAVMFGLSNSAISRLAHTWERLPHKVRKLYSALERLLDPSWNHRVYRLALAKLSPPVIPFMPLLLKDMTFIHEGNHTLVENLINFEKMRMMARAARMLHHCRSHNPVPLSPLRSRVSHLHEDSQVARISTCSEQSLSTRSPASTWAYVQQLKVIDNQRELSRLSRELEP
Abeta rescue = qHTS for compounds that reverse cellular toxicity of Amyloid beta (A-beta) peptide in yeast: Primary Screen; AID 1347071, 2019; Potency, µM (titrated, usually from 46.1 µM), inactives show at the top dose growth rescue, actives largely listed as activators; yeast expressing A-beta42, growth rescue, OD600, 48 h; response scale: 0% DMSO, 100% iron-clioquinol control; 410,000 compounds, 0.063% hits; further: potency means the concentration at half of the fitted maximal effect; nearly all actives have a fitted effect of over 55% in size
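Growth rescue measured by 600 nm absorbance after 48 h yeast culture at 30 C with compound. Values normalized between DMSO and an equimolar ferric chloride plus clioquinol control.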
aSyn rescue = qHTS of alpha-syn Inhibitors; 370,000 compounds, 0.14% hits; Yeast expressing alpha-synuclein, growth rescue, BacTiter-Glo, 24 h; Potency, µM (titrated, usually from 46.1 µM), inactives show at the highest dose growth rescue (activation), usual class: activators; further: potency means the concentration at half of the fitted maximal effect; % of control where 0% means no effect; nearly all actives have a fitted effect of over 65% in size
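Screening used galactose-induced yeast with toxic alpha-synuclein levels, exposed to compound for 24 hr at 30 deg C. Cell growth, read with BacTiter-Glo luminescence, gave the measured signal.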
IL2 activator = qHTS of IL-2 Activators; activation, % (series mostly up to about 46 µM); AID 652025, 2013; IL-2 activation reporter assay, cell-based qHTS; stimulated with anti-CD3/CD4/CD28 beads; in transgenic mouse T cells; 360,000 compounds, 0.065% hits; in the data active means activation above about 50%; inconclusive means mostly about 30% to 49%; further: 0% is about no effect
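Unstimulated transgenic mouse T cells, 750 per well, received compound and, after 60 minutes, anti-CD3/anti-CD4 bead plus anti-CD28 stimulation. EGFP and DsRed were quantified after 18 hours.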
WRN helicase inh = qHTS for Inhibitors of WRN Helicase; AID 651768, 2012; Potency, µM (series often up to 114 µM), without a hit: top-dose activity change, negative = inhibition, usual class: inhibitors; WRN helicase unwinding, fluorescent forked duplex, kinetic; 360,000 compounds, 0.46% hits; further: potency means the concentration at half of the fitted maximal effect; on the % scale 0 is the no-effect control and ±100 the full control effect; nearly all actives have a fitted effect of over 55% in size
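Kinetic red-fluorescence monitoring (525/598 nm) tracks WRN helicase activity after 100 nM fluorophore-quencher forked duplex and 2 mM ATP are added to 20 nM enzyme pretreated 15 min at room temperature with compound.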
EPAC1 agonist = qHTS for Agonist of cAMP-regulated guanine nucleotide exchange factor 3 (EPAC1): primary screen. Rap guanine nucleotide exchange factor 3 (Homo sapiens), O95398. EPAC1 agonist qHTS, biochemical assay; response scale: 100% = response to 6.5 mM cAMP. Potency, µM (top dose mostly 154 µM), for inactives: top-dose activation, usual class: activators. 360,000 compounds, 0.073% hits. AID 720707, 2013; further: potency means the concentration at half of the fitted maximal effect; nearly all actives have a fitted effect of over 60% in size
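Multi-concentration qHTS readout: loss of Rap1B-bound BODIPY-GDP fluorescence driven by 100 nM EPAC1 with excess GDP (50 uM), monitored kinetically at room temperature; agonist response expressed relative to 6.5 mM cAMP.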
PLK1 PBD inh = qHTS for Inhibitors of PLK1-PDB (polo-like kinase 1 - polo-box domain): Primary Screen; Serine/threonine-protein kinase PLK1 (Homo sapiens), P53350; AID 720504, 2013; Potency, µM, for inactives: max response, negative = inhibition, actives largely listed as inhibitors; 360,000 compounds, 2.8% hits; Plk1 PBD binding of FITC phosphopeptide, fluorescence polarization; further: potency means the concentration at half of the fitted maximal effect; series mostly up to about 57 µM; on the % scale 0 is the no-effect control and ±100 the full control effect; nearly all actives have a fitted effect of over 65% in size
FUS suppressor = qHTS for Suppressors of FUS Proteinopathy: Primary screen using FUS-linked yeast assay | Potency, µM (top dose mostly 76.6 µM), inactives show at the top dose growth rescue (activation), usual class: activators | AID 1347120, 2019 | S. cerevisiae FUS-expressing, growth rescue, OD600, 24 h | 390,000 compounds, 0.24% hits;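 further: potency means the concentration at half of the fitted maximal effect; plate controls were DMSO vehicle for no effect and reference control for full effect; nearly all actives have a fitted effect of over 55% in size; some results filed as inactive show a strong effect at the top dose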
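Yeast FUS proteinopathy model; galactose-induced FUS (2%), starting OD 0.005. Cpds in dilution series, 24hr, 30C, 99% humidity. Abs 600 nm growth. Pos ctrl CP55940 (top 92uM final); neg ctrl DMSO.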
PI5P4Ka inh = qHTS for Inhibitors of phosphatidylinositol 5-phosphate 4-kinase (PI5P4K); Phosphatidylinositol 5-phosphate 4-kinase type-2 alpha (Homo sapiens), P48426; PI5P4Kalpha enzyme, ADP-Glo luminescence, 60 min; active compounds read low; max response, %; 330,000 compounds, 1.2% hits; AID 652105, 2013; active means max response of -50% or lower; inconclusive means between -30% and -50%; inactive means -30% or higher; further: value at the top dose of about 77 µM; on the % scale 0 is the no-effect control and ±100 the full control effect
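ADP-Glo luminescence end-point read after a 60 min room-temperature kinase reaction of PI5P4Kalpha plus substrate, initiated with ATP at 5 microM final. Buffer: 0.038 M HEPES pH 7.4, EGTA, 0.1% CHAPS, 5% DMSO.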
Numbers without * were called inactive; ? = inconclusive; . = no result given; & = joins results of further samples; [ ] = another dose, or the depositor's remark. Unless noted, the call rests on the fitted dose curve; in most records, active means well fitted curve in the direction sought with a large enough effect; inconclusive means small, poorly fitted or top-dose-only effect, or another doubt; inactive means no such curve, though single readings can be large; an effect the other way counts as inactive or inconclusive.

mol	EPAC1 antagonist	Abeta rescue	aSyn rescue	IL2 activator	WRN helicase inh	EPAC1 agonist	PLK1 PBD inh	FUS suppressor	PI5P4Ka inh
CC(C)c1ccc(CNCc2ccccc2)cc1	-3%	9%	-7%	-0.5	-6%	8%	-2%	-9%	.
COc1ccc([C@H]2Oc3cc(O)cc(O)c3C(=O)C2[C@@H]2C(=O)c3c(O)cc(O)cc3O[C@@H]2c2ccc(OC)cc2)cc1 (stereo partly drawn)	-10%	-8%	-35%[inhibitor]	-0.4	-6%	7%	-9%	?	-58*
OCCC1CN(Cc2ccc3cc(Cl)ccc3n2)CCN1Cc1ccsc1 (stereo not drawn)	1%	-3%	2%	1.5	-11%	10%	-7%	0%	11
CN1OC[C@@H]2CN(S(=O)(=O)c3cc(Cl)cc(Cl)c3)[C@H](c3ccc(-c4ccc(C#N)cc4)cc3)C[C@@H]21	29%	4%	0%	1.1	-14%	-8%	-6%	-2%	7
CCCCn1nc(C(=O)N(CC)CC(=O)Nc2c(F)cccc2F)c2ccccc2c1=O	16%	-8%	0%[1.84 µM]	0.3	2%	-16%	4%	?	-4
CCn1nc(C(=O)NNC(=O)COc2ccc(OC)cc2)c2ccccc2c1=O	-10%	1%	-8%	2.9	-15%	-1%	-5%	.	-1
CCCn1nnnc1NC(=O)COc1ccc(Cl)c(C)c1	4%	?	?	0.7	-5%	-3%	-6%	.	1
COCCNc1oc(/C=C/c2ccc(F)cc2)nc1S(=O)(=O)c1ccccc1	17%	-9%	5%	-1.1	-7%	5%	-13%	16%	-5
CCOc1ccc(NC(=O)CCC(=O)N/N=C/c2ccc3c(c2)OCO3)cc1	-5%	-5%	-4%	-1.5	1%	7%	-9%	11%	5
CC(Sc1ccccc1)C(=O)NN=C1CCCCCC1 (stereo not drawn)	3%	-16%	4%	-0.8	2%	-1%	-2%	-11%	1
COc1cccc(CNC(=O)CSCc2cnn(-c3ccccc3)c2-n2cccc2)c1	-22%	-6%	7%	-1.9	-2%	6%	-2%	28%	0
CCCCC(CC)CNS(=O)(=O)c1ccc2c(c1)CCN2C(=O)CCC(=O)O (stereo not drawn)	19%	?	-6%	-2.6	-2%	-3%	-6%	?	.
O=C(OC1CO[C@H]2O[C@@H]1[C@H](OC(=O)c1ccccc1)[C@H]2OC(=O)c1ccccc1)c1ccccc1 (stereo partly drawn)	0%	3%	-7%	-0.7	-25%	3%	-4%	-16%	2
Cc1ccsc1C(=O)C1CCCN(Cc2cccn2-c2ccc(Cl)cn2)C1 (stereo not drawn)	?	-7%	-5%	-0.3	2%	-5%	-14%	12%	-7
O=C(Cn1cnc2c(OCc3ccccc3)ncnc21)NCc1ccccc1	-7%	-8%	-3%	-0.2	9%	-14%	24µM*	-22%	-22
O=S(=O)(Nc1ccc(Cc2ccncc2)cc1)c1ccc(Cl)cc1	2%	-3%	3%	-0.9	-11%	0%	-2%	-3%	-2
COc1cc(NC(=O)C2=C(N3CCOCC3)/C(=C\c3ccc(N(C)C)cc3)CCC2)cc(OC)c1OC	-15%	18%	3%	-0.6	-5%	28%	-15%	.	13
FC(F)(F)c1cc(Cl)c2nc(-c3ccc(Cl)cc3)c(Cc3ccsc3)n2c1	0%	-12%	7%	2.5	0%	-14%	-19%	-1%	-1
CCc1nc2c(sc3nc4c(cc32)COC(C)(C)C4)c(=O)n1Cc1ccco1	-5%	11%	5%	-0.5	-30%	-8%	-22%	7%	-5
Cc1cc(C2(c3ccc(O)c(C)c3)OC(=O)c3ccccc32)ccc1O	-22%	4%	6%	-0.4	-36%[57.1 µM]	-1%	-9%	.	?
CCCc1nc2nc(C)c(NS(=O)(=O)c3ccc(F)cc3)c(=O)n2[nH]1	25%	-1%&-14%	-3%	-0.1	12%	3%	-4%	18%&-14%	-2
CCCc1nc(NCCCOCC)c2nnn(Cc3ccccc3)c2n1	-22%	9%	1%	-1.2	-5%	-2%	1%	4%	-2
Cc1cccc2c1-c1sc(C(=O)N3CCCCC3)cc1CO2	-23%	-41%[inhibitor]	-7%	-4.5	-4%	10%	-6%	25%	6
CCCN(CCC)CCCOC(=O)c1ccc(Cl)cc1Cl	5%	9%	9%	-0.1	-2%	13%	4%	-1%	2
Cc1cc(NC(=O)c2ccc(NC(=O)C3CC3)cc2)no1	1%	5%	-1%	-4.0	-7%	-1%	1%	14%	1
COc1ccc(-c2c(C)oc3c(CN4CCCCC4C)c(O)ccc3c2=O)cc1 (stereo not drawn)	-6%	1%	2%	-2.3	7%	8%	-10%	36%	-11
Cc1cccn2c(=O)c3cc(C(=O)N4COCC4(C)C)n(Cc4ccccc4)c3nc12	3%	-2%	-4%	-3.4	-23%	-2%	-2%	7%	2
CCN(CC)c1ccc(/C=N/NC(=O)c2nnn(-c3nonc3N)c2-c2ccc(C)cc2)cc1	-20%	-24%	-4%	0.4	-7%	-5%	0%	?	1
Cc1ccnc(NS(=O)(=O)c2ccc(NC(=O)c3cc(=O)c4ccccc4o3)cc2)n1	4%	-7%	-3%	-2.2	-3%	-1%	?	22%	10
NC(=O)c1c(NC(=O)Cn2nc(C(=O)O)c3ccccc3c2=O)sc2c1CCCC2	7%	6%	4%	-0.5	-3%	3%	0%	8%	-12
COc1ccc(C(C(=O)NCC2CCCO2)N(C(=O)CNC(=O)c2ccco2)c2cc(C)ccc2C)cc1OC (stereo not drawn)	0%	-13%	-2%	-1.3	5%	-6%	-12%	12%	14
CCOc1ccc(S(=O)(=O)n2nc(C)cc2C)cc1	-10%	15%	19%	1.8	-22%	9%	-5%	-2%	2
O=S(=O)(Nc1ncccn1)c1ccc(NC(=S)NCCc2ccc(Cl)cc2)cc1	0%	4%	-5%	0.4	-32%	-1%	?	0%	-1
Cn1c(=O)n(Cc2ccccc2)c(=O)c2c1nc1n2CCN1Cc1ccco1	-29%	5%	-2%	0.2	3%	-2%	-1%	-6%	1
Cc1ccc2cc(CN(C(=O)c3cccnc3)C(C)C)c(=O)[nH]c2c1	0%	0%	-4%	-1.5	-10%	1%	-14%	50%	.
O=C(c1cc2cc(Br)ccc2o1)N1CCCC1	-2%	-12%	3%	-0.7	1%	2%	27µM*	8%	-24
COc1ccccc1NCC(=O)NC(=O)NC1CCCCC1	3%	1%	2%	0.7	7%	1%	6%	5%	1
O=C(Cn1cccc1C(=O)c1ccccc1)NCCN1CCCCCC1	-5%	6%	9%	-0.5	-14%	4%	-10%	1%	2
CC(C)c1ccccc1OCC(=O)N1CCCCCCC1	-17%	3%	9%	-0.3	-4%	0%	-3%	13%	5
Cc1cccc(N2C(=O)SC(N(CC(=O)O)c3cccc(C)c3)C2=O)c1 (stereo not drawn)	-5%	-8%	1%	3.2	1%	6%	-27%	-1%	-6
Cc1ccc2[nH]c(CCN(C)C)c(CC#N)c2c1	2%	-12%	0%	-1.8	2%	5%	1%	16%	.
Cc1ccc(NC(=O)C2CCCN2S(=O)(=O)c2ccc3c(c2)n(C)c(=O)c(=O)n3C)cc1 (stereo not drawn)	?	?	1%	-2.7	-1%	1%	-23%	24%&1%	-1
Cc1ccc(-n2c(C)cc(C(=S)N3CCOCC3)c2C)cc1C	1%	-4%	-26%	-2.6	-8%[57.1 µM]	14%	?	25%	.
C/C=C(\C)C(=O)NCCN1C2=NC[C@H](Cc3ccccc3)N2C[C@@H]1Cc1ccc(OC)cc1	13%	-3%	-8%	-3.0	-1%	-19%	1%	25%	-4
CN(C(=O)COC(=O)c1cccc(S(=O)(=O)N2CCCCC2)c1)C1CCS(=O)(=O)C1 (stereo not drawn)	2%	-1%	-5%	1.7	5%	8%	-7%	8%	0
O=C(OCC(=O)N1CCCC1=O)C1CCN(S(=O)(=O)c2c(Cl)cccc2Cl)CC1	-8%	1%	13%	0.8	-26%	-11%	-19%	19%	3
CNC(=S)NN(c1ccccc1)c1ccccc1	-2%	20%	-3%	-2.0	-3%	6%	-9%	4%	.
CC(NC(=O)CS(=O)(=O)c1ccccc1)c1ccccc1 (stereo not drawn)	4%	7%	0%	1.2	3%	16%	-9%	-29%	-3
CCCCCCOC(=O)C(C#N)c1nc2ccccc2nc1N1CCN(C)CC1 (stereo not drawn)	-16%	0%	1%	27	-15%	-2%	0%	47%	3
CCN1CCN(C(=O)c2ccc3c(=O)n(CCc4ccccc4)c(=O)[nH]c3c2)CC1	4%	-2%	2%	-2.5	-1%	5%	1%	0%	-6
O=C(Nc1nc2c(Br)cccc2s1)C1CC1	-30%	-65%[inhibitor]	-49%[inhibitor]	-2.2	-20%	-11%	-13%	-6%	-14
Cc1occc1-c1nnc(SCC(=O)Nc2nc(C(C)(C)C)cs2)o1	8%	7%	1%	-2.1	2%	-8%	-1%	0%	.
O=C1CCCc2cc3c(cc21)CCCC3	-4%	-3%	9%	-0.7	5%	-1%	-2%	-14%	1

Screening results (PubChem)
